Assay outcomes (PubChem)
tuberculosis growth: growth inhibition of non-replicating M. tuberculosis (AID 488890); 320,000 compounds, 0.39% hits; Mycobacterium tuberculosis non-replicating, growth inhibition; higher % means a stronger effect; inhibition, % at 25 µM, or IC50 in µM where a hit was titrated; in the data active = a potency from the dose series; inconclusive = inhibition mostly from about 82% at the one dose, without a potency; inactive = the rest, 99 in 100 with inhibition below about 76%;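 also: plate controls were DMSO cells for no effect and high antibiotic wells for full effect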
H1N1 NS1A inhibition: H1N1 influenza NS1A inhibitors, functional cell based assay (AID 504329) | NS1A functional cell-based assay, percent inhibition; higher % means a stronger effect | inhibition, % at 12.5 µM, or IC50 in µM where a hit was titrated | 340,000 compounds, 0.3% hits; in the data active = a potency from the dose series; inconclusive = inhibition above about 27% without an active follow-up result; also: strong numbers were not always called active
VEEV TC-83 Vero: inhibitors of VEEV TC-83 cytopathic effect, confirmation, Vero cells (AID 588727); Vero cells, VEEV TC-83 cytopathic effect inhibition; higher % means a stronger effect; inhibition, % at 20 µM; hits with a dose series show IC50 in µM; 350,000 compounds, 0.13% hits; in the data active = a potency from the dose series; inconclusive = inhibition mostly from about 14% at the one dose, without a potency; inactive = the rest, 99 in 100 with inhibition below about 12%; also: strong numbers were not always called active
H37Rv inhibition: M. tuberculosis growth inhibition, HTS (AID 449762) | M. tuberculosis H37Rv growth inhibition, 7H9 media; higher % means a stronger effect | inhibition, % at 25 µM; hits with a dose series show IC50 in µM | 330,000 compounds, 0.59% hits; in the data active = a potency from the dose series; inconclusive = inhibition above about 70% without an active follow-up result;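 also: bacterial growth assessed after seven days of incubation; strong numbers were not always called active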
PhoP GFP inhibition: Inhibition of PhoP regulon, Salmonella typhi GFP reporter cells, confirmation, 4 h (AID 1850) | Salmonella Typhi PhoP-promoter GFP reporter, fluorescence, 4 h; higher % means a stronger effect | inhibition, % at 50 µM, or IC50 in µM where a hit was titrated | 310,000 compounds, 0.33% hits; in the data active = a potency from the dose series; inconclusive = inhibition mostly from about 25% at the one dose, without a potency; inactive = the rest, 99 in 100 with inhibition below about 19%;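 also: 0% = induced wells with vehicle and 100% = uninduced wells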
VEEV TC-83 Vero 10K pilot screen: further read-out of VEEV TC-83 Vero, marked with its call; inhibition, %; measured here: 10K pilot screen inhibition
* marks the source's active call; other numbers are inactive results.

Screening CCOC(=O)C1(C)NC(c2ccco2)C2C(=O)N(C)C(=O)C21 (stereo not drawn) returned tuberculosis growth -5.7%, H1N1 NS1A inhibition 0.5%, VEEV TC-83 Vero inactive, H37Rv inhibition 0.0% and PhoP GFP inhibition 2.5%.
Screening Cc1cc(C)n(S(=O)(=O)Cc2ccccc2)n1 returned tuberculosis growth -11.7%, H1N1 NS1A inhibition 0.6%, VEEV TC-83 Vero 1.6%, H37Rv inhibition -0.6% and PhoP GFP inhibition 8.5%.
`Cc1sc2ncn(CC(=O)N3CCCCC3)c(=O)c2c1S(=O)(=O)N1CCC(C)CC1` gave tuberculosis growth -10.3%, H1N1 NS1A inhibition 3.8%, VEEV TC-83 Vero inactive, H37Rv inhibition -5.9% and PhoP GFP inhibition 2.7%.
`CCOC(=O)c1sc(=S)n(Cc2ccccc2)c1C` gave tuberculosis growth -5.1%, H1N1 NS1A inhibition 0.0%, VEEV TC-83 Vero 3.4%, H37Rv inhibition 0.2% and PhoP GFP inhibition 3.7%.
Cc1c(C(=O)Nc2nccs2)oc2c(Cl)cccc12 was read as tuberculosis growth 31.7%, H1N1 NS1A inhibition -9.1%, VEEV TC-83 Vero 2.9%, H37Rv inhibition 61.8% and PhoP GFP inhibition 4.5%.
COc1ccc(CCNC(=O)COc2ccc(S(=O)(=O)NC3CCCCC3)cc2Cl)cc1 was read as tuberculosis growth 17.7%, H1N1 NS1A inhibition -1.1%, VEEV TC-83 Vero 2.8%, H37Rv inhibition inconclusive and PhoP GFP inhibition -18.0%.
For Cn1c(C(=O)NCc2ccccc2)cc2oc3ccccc3c21 the results were tuberculosis growth -3.4%, H1N1 NS1A inhibition 10.5%, VEEV TC-83 Vero 1.87µM*, H37Rv inhibition -7.2% and PhoP GFP inhibition -0.3%.
CCOC1=CC(=O)N(Cc2ccccc2)C1 was read as tuberculosis growth 71.2%, H1N1 NS1A inhibition -21.0%, VEEV TC-83 Vero 2.8%, H37Rv inhibition -9.9% and PhoP GFP inhibition -1.1%.
For COc1ccc([C@H]2CC(=O)C=C(c3ccc(OC)cc3OC)C2)cc1 the results were tuberculosis growth 27.3%, H1N1 NS1A inhibition 3.7%, VEEV TC-83 Vero 4.3%, H37Rv inhibition 56.5% and VEEV TC-83 Vero 10K pilot screen 3.0.
COC(=O)C1=C(C)N=C2SCCC(=O)N2C1c1cc(Br)ccc1OC (stereo not drawn) was read as tuberculosis growth 10.9%, H1N1 NS1A inhibition -3.3%, VEEV TC-83 Vero 8.5%, H37Rv inhibition 4.4% and PhoP GFP inhibition 7.1%.
`Cc1ccc(C(=O)CCC(=O)Nc2cccc(C)c2)cc1` gave tuberculosis growth 53.1%, H1N1 NS1A inhibition 16.7%, VEEV TC-83 Vero 2.8%, H37Rv inhibition 0.7% and PhoP GFP inhibition -5.1%.
For CCN(CC(=O)NCc1ccc(Cl)cc1)C(=O)CCc1ccccc1O the results were tuberculosis growth -4.9%, H1N1 NS1A inhibition -18.9%, VEEV TC-83 Vero 5.2%, H37Rv inhibition -1.6% and PhoP GFP inhibition 4.1%.
Cc1ccc(-c2noc(CCC(=O)Nc3ccccc3C)n2)cc1 was read as tuberculosis growth 67.0%, H1N1 NS1A inhibition -1.2%, VEEV TC-83 Vero 1.4%, H37Rv inhibition 39.4% and PhoP GFP inhibition 1.9%.
Screening CC(=O)OC1C2CCC1C(N1CCCCC1)CC2 (stereo not drawn) returned tuberculosis growth -2.0%, H1N1 NS1A inhibition -10.3%, VEEV TC-83 Vero 0.7%, H37Rv inhibition 1.9% and PhoP GFP inhibition 3.2%.
Screening CC(C)Oc1ccc(C(=O)NN2C(=O)NC3(CCCCC3)C2=O)cc1 returned tuberculosis growth 5.5%, H1N1 NS1A inhibition -3.3%, VEEV TC-83 Vero 2.3% and H37Rv inhibition -3.5%.
`Cn1ncc([N+](=O)[O-])c1C(=O)Nc1nc2ccccc2n1CCN1CCCCC1` gave tuberculosis growth 10.7%, H1N1 NS1A inhibition -7.7%, VEEV TC-83 Vero 2.2%, H37Rv inhibition 5.1% and PhoP GFP inhibition 3.0%.
`CC1(C)CC(=O)C=C(Nc2ccc(OCC(F)(F)C(F)F)cc2)C1` gave tuberculosis growth 18.7%, H1N1 NS1A inhibition -1.4%, VEEV TC-83 Vero 0.4%, H37Rv inhibition 40.0% and PhoP GFP inhibition -0.6%.
Screening CCC1CCCCN1C(=O)COC(=O)c1cc2ccccc2cc1O (stereo not drawn) returned tuberculosis growth inconclusive, H1N1 NS1A inhibition 5.9%, VEEV TC-83 Vero 0.9%, H37Rv inhibition inconclusive, PhoP GFP inhibition 8.4% and VEEV TC-83 Vero 10K pilot screen 0.9.
Screening COc1ccccc1C(=O)C1CCCN(C(=O)C2=CC(=O)CC(C)(C)O2)C1 (stereo not drawn) returned tuberculosis growth 0.4%, H1N1 NS1A inhibition 4.6%, VEEV TC-83 Vero 1.4%, H37Rv inhibition -4.8% and PhoP GFP inhibition 2.2%.
Screening Cc1ccc(-n2nc(C)cc2NC(=O)c2ccc(C)s2)cc1 returned H1N1 NS1A inhibition 0.1%, VEEV TC-83 Vero 0.5% and PhoP GFP inhibition -2.8%.

An excerpt from above in order of number of heavy atoms, ascending.
CCOC1=CC(=O)N(Cc2ccccc2)C1 was read as tuberculosis growth 71.2%, H1N1 NS1A inhibition -21.0%, VEEV TC-83 Vero 2.8%, H37Rv inhibition -9.9% and PhoP GFP inhibition -1.1%.
`CC1(C)CC(=O)C=C(Nc2ccc(OCC(F)(F)C(F)F)cc2)C1` gave tuberculosis growth 18.7%, H1N1 NS1A inhibition -1.4%, VEEV TC-83 Vero 0.4%, H37Rv inhibition 40.0% and PhoP GFP inhibition -0.6%.
For COc1ccc([C@H]2CC(=O)C=C(c3ccc(OC)cc3OC)C2)cc1 the results were tuberculosis growth 27.3%, H1N1 NS1A inhibition 3.7%, VEEV TC-83 Vero 4.3%, H37Rv inhibition 56.5% and VEEV TC-83 Vero 10K pilot screen 3.0.

Next part
For NC1=NS(=O)(=O)NC1c1ccc(Cl)cc1 (stereo not drawn) the results were tuberculosis growth -2.7%, H1N1 NS1A inhibition 1.0%, VEEV TC-83 Vero 1.8%, H37Rv inhibition -1.2% and PhoP GFP inhibition -0.8%.
`CC(C)Cn1c(C(C)NC(=O)Cc2ccccc2)nc2ccccc21` (stereo not drawn) gave tuberculosis growth 10.5%, H1N1 NS1A inhibition 0.0%, VEEV TC-83 Vero inactive, H37Rv inhibition 2.3% and PhoP GFP inhibition 9.5%.
`Cc1ccc(C)c(N2N=C(C(=O)O)CCC2=O)c1` gave H1N1 NS1A inhibition -9.3%, VEEV TC-83 Vero 0.8%, H37Rv inhibition -2.7% and PhoP GFP inhibition 0.2%.
Screening COc1ccc(S(=O)(=O)N2CCCC2CNC(=O)C(=O)NCc2cccs2)cc1 (stereo not drawn) returned tuberculosis growth 11.4%, H1N1 NS1A inhibition -1.1%, VEEV TC-83 Vero 0.9%, H37Rv inhibition 0.9% and PhoP GFP inhibition 1.6%.
For CCOc1cc2[nH]c(=S)n(CCN3CCCCC3C)c(=O)c2cc1OCC (stereo not drawn) the results were tuberculosis growth -8.5%, H1N1 NS1A inhibition 8.0%, VEEV TC-83 Vero 4.4%, H37Rv inhibition 10.9% and PhoP GFP inhibition -9.3%.
Cc1cnc(C(=O)OCC(=O)c2c[nH]c3ccccc23)cn1 was read as tuberculosis growth 10.7%, H1N1 NS1A inhibition -1.2%, VEEV TC-83 Vero 3.2% and H37Rv inhibition -8.8%.
Screening Cc1ccc(C)c(OCc2cc(C(=O)N3C[C@@H](C)O[C@@H](C)C3)no2)c1 returned tuberculosis growth -0.9%, H1N1 NS1A inhibition 21.9%, VEEV TC-83 Vero 3.6%, H37Rv inhibition 9.0% and PhoP GFP inhibition -2.8%.
For COc1ccc(N2CCN(C3CCCN(Cc4cccc(C)c4)C3)CC2)cc1 (stereo not drawn) the results were tuberculosis growth -3.4%, H1N1 NS1A inhibition 6.3%, VEEV TC-83 Vero 0.7%, H37Rv inhibition 1.4% and PhoP GFP inhibition -4.2%.
CCOc1ccccc1C(=O)N[C@H](C(=O)NCc1ccccc1)C(C)C was read as tuberculosis growth 1.8%, H1N1 NS1A inhibition 0.3%, VEEV TC-83 Vero 0.2%, H37Rv inhibition -1.2% and PhoP GFP inhibition -3.1%.
`O=C(O)CC1SC(=O)N(CC(=O)c2ccccc2)C1=O` (stereo not drawn) gave tuberculosis growth 2.7%, H1N1 NS1A inhibition 0.9%, VEEV TC-83 Vero 1.1%, H37Rv inhibition 1.0% and PhoP GFP inhibition -1.5%.
For CCOC(=O)C1=C(O)C(=O)NC(c2ccccc2)=C(OCC)C1 the results were tuberculosis growth -6.7%, H1N1 NS1A inhibition -5.7%, VEEV TC-83 Vero 2.7%, H37Rv inhibition -6.6% and PhoP GFP inhibition 1.7%.
For CC(=O)Nc1ccc(NC(=O)c2nc(-c3ccccc3)oc2C)cc1 the results were tuberculosis growth 10.2%, H1N1 NS1A inhibition -12.5%, VEEV TC-83 Vero 1.9%, H37Rv inhibition -0.7% and PhoP GFP inhibition -6.7%.
`CCOC(=O)c1cccc(NC(=O)c2ccc3c(c2)C(=O)N(CC2CCCO2)C3=O)c1` (stereo not drawn) gave tuberculosis growth -7.7%, H1N1 NS1A inhibition -3.5%, VEEV TC-83 Vero 2.4%, H37Rv inhibition -16.5% and PhoP GFP inhibition -7.3%.
`Cc1onc(-c2ccccc2Cl)c1C(N)=O` gave tuberculosis growth -16.7%, H1N1 NS1A inhibition -2.5%, VEEV TC-83 Vero 0.9%, H37Rv inhibition -0.4% and PhoP GFP inhibition 0.4%.
N/C(=N\c1nc2ccccc2o1)NC(=O)c1ccccc1F was read as tuberculosis growth 3.2%, H1N1 NS1A inhibition -3.6%, VEEV TC-83 Vero 1.4%, H37Rv inhibition 4.2% and PhoP GFP inhibition -7.9%.
For CCn1cc(CN2CCC(n3nccc3NC(=O)c3cccc(F)c3)CC2)cn1 the results were tuberculosis growth -11.8%, H1N1 NS1A inhibition -3.0%, VEEV TC-83 Vero 2.6%, H37Rv inhibition -3.0% and PhoP GFP inhibition 12.0%.
For Cc1ccc2nc(Nc3ccccc3)c(C=O)c(=O)n2c1 the results were tuberculosis growth 23.4%, H1N1 NS1A inhibition -21.5%, VEEV TC-83 Vero inactive, H37Rv inhibition 5.5% and PhoP GFP inhibition 2.1%.
For c1ccc(-n2cnc3ccccc32)nc1 the results were tuberculosis growth -4.0%, H1N1 NS1A inhibition -8.3%, VEEV TC-83 Vero 2.4%, H37Rv inhibition -1.7% and PhoP GFP inhibition -4.6%.
`Cc1nn(CC(=O)N/N=C/c2cccs2)c(C)c1[N+](=O)[O-]` gave tuberculosis growth -5.9%, H1N1 NS1A inhibition -17.9%, VEEV TC-83 Vero 0.1%, H37Rv inhibition -16.6% and PhoP GFP inhibition 7.7%.
Cc1ccc(C(=O)OCC(=O)Nc2ccccc2)cc1NC(=O)c1ccco1 was read as tuberculosis growth -3.9%, H1N1 NS1A inhibition -0.6%, VEEV TC-83 Vero 3.9%, H37Rv inhibition -10.8% and PhoP GFP inhibition -10.5%.
`COc1ccc(NC(=O)CN2C(=O)COc3ccc(S(=O)(=O)N4CCCCCC4)cc32)cc1` gave tuberculosis growth 14.1%, H1N1 NS1A inhibition 5.9%, VEEV TC-83 Vero 1.1%, H37Rv inhibition 2.9% and PhoP GFP inhibition -7.1%.
For CCc1ccc(-c2cc3c(=O)n(CC(=O)NCCCN4CCN(CC)CC4)nc(C)n3n2)cc1 the results were tuberculosis growth 9.4%, H1N1 NS1A inhibition -0.5%, VEEV TC-83 Vero >25µM*, H37Rv inhibition 3.1% and PhoP GFP inhibition 11.8%.
`CCN(CC)C(=O)c1[nH]cnc1C(=O)N[C@@H](C)C(=O)OCc1ccccc1` gave tuberculosis growth 9.5%, H1N1 NS1A inhibition -0.2%, VEEV TC-83 Vero 0.9%, H37Rv inhibition -2.8%, PhoP GFP inhibition 3.5% and VEEV TC-83 Vero 10K pilot screen 1.2.
O=[N+]([O-])c1cccc(NC(=S)N2CCN(S(=O)(=O)c3ccccc3)CC2)c1 was read as tuberculosis growth 25.7%, H1N1 NS1A inhibition -1.4%, VEEV TC-83 Vero 7.3%, H37Rv inhibition -5.4% and PhoP GFP inhibition -8.8%.
For Cc1ccccc1-c1nn(-c2ccc(F)cc2F)cc1CNCCCN(C)C the results were tuberculosis growth 28.4%, H1N1 NS1A inhibition 18.4%, VEEV TC-83 Vero 3.5%, H37Rv inhibition -0.1% and PhoP GFP inhibition -17.4%.
